Source: PubChem
SIAE inh – human SIAE inhibitors, primary screen, biochemical, fluorescence polarization, FP-Rh probe, 1536-well HTS | Sialate O-acetylesterase (Homo sapiens), Q9HAT2 | SIAE FP-Rh probe binding | inhibition, % at 9.66 µM | 370,000 tested, 0.69% active;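 active = inhibition above a cutoff: mean of compounds within the control limits plus 3 SD of those, cut at about 17% in these data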;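 note: 0% = plate median of compound wells and 100% = probe without SIAE protein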
Target sequence (Q9HAT2 whole entry, looked up): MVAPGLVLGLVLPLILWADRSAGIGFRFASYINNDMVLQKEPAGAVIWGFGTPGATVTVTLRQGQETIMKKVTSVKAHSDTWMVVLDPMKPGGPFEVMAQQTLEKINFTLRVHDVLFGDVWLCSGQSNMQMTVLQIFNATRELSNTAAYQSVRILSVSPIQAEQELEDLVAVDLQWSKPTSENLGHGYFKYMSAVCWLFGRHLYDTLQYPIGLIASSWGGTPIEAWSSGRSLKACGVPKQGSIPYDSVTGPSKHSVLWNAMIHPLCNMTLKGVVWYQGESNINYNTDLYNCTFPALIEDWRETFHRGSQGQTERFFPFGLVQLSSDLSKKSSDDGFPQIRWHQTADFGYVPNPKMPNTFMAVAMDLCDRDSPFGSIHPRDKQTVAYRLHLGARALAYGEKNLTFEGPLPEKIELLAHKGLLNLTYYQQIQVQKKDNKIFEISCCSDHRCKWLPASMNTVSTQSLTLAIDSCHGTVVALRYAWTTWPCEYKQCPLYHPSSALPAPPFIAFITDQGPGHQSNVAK
LEDGF integ inh – blockers of LEDGF/p75-dependent integrase strand transfer – biochemical, TR-FRET, high throughput, primary screen; inhibition, % at 3.7 µM; 370,000 tested, 0.64% active; TR-FRET IN-LEDGF/p75 DNA integration, Eu/Cy5; HIV-1 integrase (with human LEDGF/p75); AID 743269, 2014;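 active = inhibition above the screen-wide mean plus 3 SD, cut at about 13% in these data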;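 note: signal is the Cy5 over europium emission ratio at 671 and 618 nm; 0% = plate median of compound wells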
Tn7 DDE FP – inhibitors of Tn7 peptide binding to fibrin DD(E), primary screen, biochemical, fluorescence polarization, human fibrin, Tn7 probe. inhibition, % at 8.3 µM. 370,000 tested, 0.13% active. Fibrinogen beta chain (Homo sapiens), P02675. FP displacement of FITC-Tn7 peptide from fibrin DD(E); 0% = median of compound wells per plate. AID 720508, 2013;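 active = inhibition above the mean of compounds falling within the control limits plus 3 SD of them, cut at about 14% in these data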;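 note: 0% = plate median of compound wells and 100% = 10 µM Aha-Tn7 peptide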
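System: human fibrin DD(E); quantity: Fibrin-DD(E) at 2 µM final; also added: fluorescent Tn7 probe at 0.1 µM; compound dosing: single nominal test concentration of 8.3 µM per compound; schedule: 10 min preincubation, 3 h with tracer, room temperature; detection: fluorescence polarization of the labelled Tn7 tracer; repeats: one replicate per compound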
HTRA1 inh – HTRA1 serine protease inhibitors, primary screen, biochemical, fluorescence polarization, HTS | Q92743 | recombinant HTRA1, FP-rhodamine activity-based probe | inhibition, % at 5.96 µM | 340,000 tested, 0.5% active; in the data active = inhibition above about 36%;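 note: 0% = enzyme with DMSO and 100% = wells lacking enzyme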
Target sequence (Q92743 whole entry, looked up): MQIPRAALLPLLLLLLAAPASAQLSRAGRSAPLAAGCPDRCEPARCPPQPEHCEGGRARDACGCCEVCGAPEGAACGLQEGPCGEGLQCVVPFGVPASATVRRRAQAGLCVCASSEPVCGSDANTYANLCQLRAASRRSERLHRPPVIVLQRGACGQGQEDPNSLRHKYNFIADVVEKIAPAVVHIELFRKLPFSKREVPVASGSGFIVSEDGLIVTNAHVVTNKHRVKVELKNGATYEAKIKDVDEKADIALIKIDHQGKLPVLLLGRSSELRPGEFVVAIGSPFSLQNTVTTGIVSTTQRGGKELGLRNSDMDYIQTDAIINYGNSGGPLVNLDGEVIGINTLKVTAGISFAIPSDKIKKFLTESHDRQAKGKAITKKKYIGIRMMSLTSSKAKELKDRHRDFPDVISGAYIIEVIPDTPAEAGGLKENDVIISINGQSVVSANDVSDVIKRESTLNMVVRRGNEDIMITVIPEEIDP
TDP2 inh – human TDP2 enzyme inhibitors, primary screen, biochemical, epi absorbance, recombinant enzyme | T5PNP hydrolysis, p-nitrophenol absorbance 415 nm | Tyrosyl-DNA phosphodiesterase 2 (Homo sapiens), O95551 | inhibition, % at 12.8 µM | 370,000 tested, 0.34% active;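 active = inhibition above the mean of all tested compounds plus 3 SD, set per campaign, cut at about 25% in these data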;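 note: 0% = DMSO with enzyme and 100% = buffer with substrate but no TDP2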
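Evaluation: % inhibition relative to enzyme-containing and enzyme-free wells. Material: recombinant human TDP2. Benchmarks: enzyme-free and DMSO wells. Timing: enzyme reaction with compound for 2 h at 37 °C. Compound dosing: 12.8 µM only. Measured by: p-Nitrophenol epi absorbance. Reagent: T5PNP substrate at 5 mM, a TopII-DNA adduct mimic. Replication: single well per compound.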
UHRF1 MBD2 ctr – UHRF1 methylated DNA binding inhibitors, primary screen, counter-screen for MBD2 inhibitor project, biochemical, TR-FRET, human UHRF1, single concentration; E3 ubiquitin-protein ligase UHRF1 (Homo sapiens), Q96T88; UHRF1 binding to methylated oligo; inhibition, % at 4.4 µM; 370,000 tested, 0.75% active; AID 687016, 2013; in the data active = inhibition above about 21%;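 note: UHRF1 SRA domain binding a hemimethylated CpG hairpin DNA probe; 0% = median of test compound wells and 100% = reference inhibitor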
PRMT1 FP inh – PRMT1 methyltransferase inhibitors, primary screen, biochemical, fluorescence polarization | 370,000 tested, 1.3% active | recombinant PRMT1, activity-based probe fluorescence polarization | inhibition, % at 2.79 µM | AID 652257, 2013 | Protein arginine N-methyltransferase 1 (Homo sapiens), Q99873;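 active = inhibition above about 21% made by adding two undisclosed values, limit read from the data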
PG9 binder – binders of HIV-1 gp120 antibody PG9, primary screen, biochemical, TR-FRET; HIV-1 gp120 / PG9 antibody interaction; TR-FRET gp120-PG9 antibody binding; inhibition, % at 6.7 µM; 360,000 tested, 0.43% active; AID 624416, 2012; in the data active = inhibition above about 8.5%
TCR-CD3 inh – inhibitors of human TCR-CD3 interaction, primary screen, biochemical, fluorescence, TAMRA-labeled TCR probe. AID 651800, 2012. 360,000 tested, 0.37% active. inhibition, % at 9.4 µM. T-cell receptor (TCR); in the data active = inhibition above about 19%;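 note: recombinant mutant TCR 2C K166C tagged with TAMRA read by polarization; 0% = receptor in buffer alone and 100% = receptor with positive control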
ABHD4 inh – ABHD4 inhibitors, primary screen, biochemical, fluorescence polarization, mouse; AID 720543, 2013; inhibition, % at 8.92 µM; purified mABHD4, FP-Rh probe fluorescence polarization; 370,000 tested, 0.54% active; (Lyso)-N-acylphosphatidylethanolamine lipase (Mus musculus), Q8VD66;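 active = inhibition exceeding the mean over every tested compound plus 3 SD, cut at about 30% in these data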;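 note: 0% = plate median of compound wells and 100% = S159A mutant with DMSO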
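system = mouse ABHD4 enzyme, wild type | medium = HEPES pH 7.0, NaCl, Pluronic buffer | also added = FP-Rh probe | incubation = Enzyme–compound pre-incubation 45 min, then probe 60 min, both 25 °C | technique = fluorescence polarization, excitation 525 nm, emission 598 nm, BODIPY TMR filters | controls = S159A mutant high control, sample median low control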
* = called active by the depositor.

`O=C(Cc1ccc2c(c1)OCO2)NN=Cc1ccc([N+](=O)[O-])o1` gave SIAE inh 4, LEDGF integ inh 7, Tn7 DDE FP 0, HTRA1 inh 5, TDP2 inh -3, UHRF1 MBD2 ctr 2, PRMT1 FP inh 4, PG9 binder -2.0, TCR-CD3 inh 5 and ABHD4 inh 13.
`CCCCCC(O)(CCN1CCCCC1)c1ccccc1` (centres undefined) gave SIAE inh 8, LEDGF integ inh 0, Tn7 DDE FP 1, HTRA1 inh 4, TDP2 inh 4, UHRF1 MBD2 ctr 0, PRMT1 FP inh -1, PG9 binder -1.8, TCR-CD3 inh 0 and ABHD4 inh 4.
CN(CC(=O)Nc1ccc(N2CCOCC2)cc1)Cc1c(O)ccc2ccccc12 was read as SIAE inh -1, LEDGF integ inh -2, Tn7 DDE FP -3, HTRA1 inh 4, TDP2 inh -3, UHRF1 MBD2 ctr 2, PRMT1 FP inh 20, PG9 binder 1.1, TCR-CD3 inh -10 and ABHD4 inh 6.
Nc1cc([N+](=O)[O-])ccc1N1C(=O)CCCC1=O was read as SIAE inh -3, LEDGF integ inh -2, Tn7 DDE FP 1, HTRA1 inh 3, TDP2 inh 0, UHRF1 MBD2 ctr 6, PRMT1 FP inh -1, PG9 binder -2.2, TCR-CD3 inh 0 and ABHD4 inh 7.
For Cc1ccc(-n2c(SCC(=O)N3c4ccccc4Sc4ccccc43)nnc2-c2ccncc2)cc1 the results were SIAE inh 5, LEDGF integ inh 2, Tn7 DDE FP 3, HTRA1 inh 1, TDP2 inh -3, UHRF1 MBD2 ctr 1, PRMT1 FP inh 1, PG9 binder -4.4, TCR-CD3 inh 5 and ABHD4 inh -5.
For COc1ccccc1-c1nc(=S)c(C(C)=O)c(C)[nH]1 the results were SIAE inh 1, LEDGF integ inh 3, Tn7 DDE FP -2, TDP2 inh -1, UHRF1 MBD2 ctr 1, PRMT1 FP inh 0, PG9 binder -1.7, TCR-CD3 inh 0 and ABHD4 inh 6.
Screening CCOC(=O)c1c(C)sc2c1N(C(=O)CN1CCOCC1)c1cc(Cl)ccc1S2 returned SIAE inh 0, LEDGF integ inh 1, Tn7 DDE FP -3, HTRA1 inh -13, TDP2 inh -26, UHRF1 MBD2 ctr 2, PRMT1 FP inh -4, PG9 binder -1.7, TCR-CD3 inh -5 and ABHD4 inh -5.
`O=S(=O)(Nc1ccc(Cc2ccncc2)cc1)c1ccc(Cl)s1` gave SIAE inh 1, LEDGF integ inh 4, Tn7 DDE FP 6, HTRA1 inh -6, TDP2 inh -1, UHRF1 MBD2 ctr -2, PRMT1 FP inh 3, PG9 binder 1.1, TCR-CD3 inh -4 and ABHD4 inh -1.
For CC(Oc1ccccc1F)C(=O)Nc1ccc2ccccc2c1 (centres undefined) the results were SIAE inh 1, LEDGF integ inh -1, Tn7 DDE FP 2, HTRA1 inh -26, TDP2 inh -3, UHRF1 MBD2 ctr 0, PRMT1 FP inh 1, PG9 binder -0.6, TCR-CD3 inh 8 and ABHD4 inh -14.
Screening Cc1ccc(OCC(O)Cn2c(=N)n(CCN3CCOCC3)c3ccccc32)cc1 (centres undefined) returned SIAE inh -4, LEDGF integ inh 2, Tn7 DDE FP -3, HTRA1 inh 2, TDP2 inh 6, UHRF1 MBD2 ctr 2, PRMT1 FP inh 4, PG9 binder 1.1, TCR-CD3 inh 2 and ABHD4 inh 8.
`CCCCCCn1c(=O)n2n(c1=O)[C@@H]1CN(S(=O)(=O)c3ccc(C)cc3)C[C@]1(O)[C@@H](OC(=O)Nc1c(C)noc1C)C2` gave SIAE inh -1, LEDGF integ inh 4, Tn7 DDE FP 4, HTRA1 inh 1, TDP2 inh 5, UHRF1 MBD2 ctr 0, PRMT1 FP inh 3, PG9 binder -1.6, TCR-CD3 inh 1 and ABHD4 inh -5.
For COc1ccccc1N(Cc1cc(=O)[nH]c2ccccc12)C(=O)C(C)C the results were SIAE inh -2, LEDGF integ inh 4, Tn7 DDE FP -8, HTRA1 inh 0, TDP2 inh -12, UHRF1 MBD2 ctr 0, PRMT1 FP inh -1, PG9 binder -0.4, TCR-CD3 inh -9 and ABHD4 inh 4.
For COc1ccc(OC)c(N(CC(=O)N2CCCC2)S(C)(=O)=O)c1 the results were SIAE inh -5, LEDGF integ inh -1, Tn7 DDE FP -2, HTRA1 inh -5, TDP2 inh -15, UHRF1 MBD2 ctr 0, PRMT1 FP inh 0, PG9 binder 1.0, TCR-CD3 inh -4 and ABHD4 inh 0.
For Cc1ccc(S(=O)(=O)Cn2nnnc2CN2CCN(Cc3ccc4c(c3)OCO4)CC2)cc1 the results were SIAE inh -5, LEDGF integ inh 4, Tn7 DDE FP 1, HTRA1 inh -8, TDP2 inh -19, UHRF1 MBD2 ctr 5, PRMT1 FP inh -5, PG9 binder -2.5, TCR-CD3 inh -5 and ABHD4 inh -10.
Fc1ccc(-c2n[nH]c(=S)n2N=Cc2ccc(-c3ccccc3)cc2)cc1 was read as SIAE inh -2, LEDGF integ inh -4, Tn7 DDE FP -4, TDP2 inh 10, UHRF1 MBD2 ctr 4, PRMT1 FP inh 6 and ABHD4 inh 4.
Screening O=C(c1cccc(Br)c1)N1CCN(C(=O)N2CCOCC2)CC1 returned SIAE inh 0, LEDGF integ inh 0, Tn7 DDE FP -1, HTRA1 inh 5, TDP2 inh 0, UHRF1 MBD2 ctr 1, PRMT1 FP inh 1, PG9 binder -0.8, TCR-CD3 inh 7 and ABHD4 inh 2.
`Cn1c(CC(=O)Nc2ccccc2F)nnc1SCC(=O)NC1CCCC1` gave SIAE inh -1, LEDGF integ inh 5, Tn7 DDE FP -3, HTRA1 inh -4, TDP2 inh 10, UHRF1 MBD2 ctr -1, PRMT1 FP inh -2, PG9 binder -1.0, TCR-CD3 inh 6 and ABHD4 inh 9.
For N=c1sccn1CC(=O)Nc1ccccc1-c1ccccc1 the results were SIAE inh -1, LEDGF integ inh -1, Tn7 DDE FP -1, HTRA1 inh 4, TDP2 inh -7, UHRF1 MBD2 ctr -2, PRMT1 FP inh 1, PG9 binder -0.1, TCR-CD3 inh 12 and ABHD4 inh -7.
For CCOCCCNC(=O)c1cn(C)c(=O)c2cc(OC)c(OC)cc12 the results were SIAE inh 3, LEDGF integ inh -3, Tn7 DDE FP -1, HTRA1 inh 4, TDP2 inh 0, UHRF1 MBD2 ctr 2, PRMT1 FP inh 0, PG9 binder -0.1, TCR-CD3 inh 0 and ABHD4 inh -2.
For CCn1c2ccccc2c2cc(NC(=O)COC(=O)c3cc(F)ccc3C)ccc21 the results were SIAE inh 0, LEDGF integ inh 0, Tn7 DDE FP -6, TDP2 inh 1, UHRF1 MBD2 ctr 1, PRMT1 FP inh -2 and ABHD4 inh 0.
Cc1ccc(S(=O)(=O)N2C[C@@H](C)[C@]3(C2)[C@H](O)[C@H](OC(=O)NCc2ccccc2F)C[C@H]2C(=O)N(c4ccccc4)C(=O)[C@H]23)cc1 was read as SIAE inh -26, LEDGF integ inh -2, Tn7 DDE FP 0, HTRA1 inh -43, TDP2 inh 3, UHRF1 MBD2 ctr 0, PRMT1 FP inh 5, PG9 binder 1.4, TCR-CD3 inh 0 and ABHD4 inh -20.
`Oc1ccc(C[C@H]2CNC(=S)N2CC2CCCN2C[C@H](Cc2ccc(O)cc2)N2C[C@H](Cc3ccc(O)cc3)N(CC3CCCCC3)C2=S)cc1` (some centres undefined) gave SIAE inh -42, LEDGF integ inh -4, Tn7 DDE FP 6, HTRA1 inh -73, TDP2 inh 2, UHRF1 MBD2 ctr -2, PRMT1 FP inh 1, PG9 binder 0.3, TCR-CD3 inh 3 and ABHD4 inh -36.
For CCOC(=O)CNC(=O)CSc1nc(N)cc(N)n1 the results were SIAE inh -5, LEDGF integ inh 1, Tn7 DDE FP 1, HTRA1 inh 10, TDP2 inh -15, UHRF1 MBD2 ctr 3, PRMT1 FP inh -4, PG9 binder -0.3, TCR-CD3 inh 2 and ABHD4 inh -9.
Screening FC(F)(F)c1cccc(Nc2nc(N3CCCC3)nc(N3CCCC3)n2)c1 returned SIAE inh 13, LEDGF integ inh -2, Tn7 DDE FP 7, HTRA1 inh -6, TDP2 inh 5, UHRF1 MBD2 ctr 8, PRMT1 FP inh 0, PG9 binder 0.5, TCR-CD3 inh 4 and ABHD4 inh 3.
Screening O=C(O)COc1ccccc1C1C2C(=O)N(c3ccc(F)cc3)C(=O)C2ON1c1ccccc1 (centres undefined) returned SIAE inh 13, LEDGF integ inh 1, Tn7 DDE FP 5, HTRA1 inh -6, TDP2 inh -6, UHRF1 MBD2 ctr 0, PRMT1 FP inh 2, PG9 binder -0.4, TCR-CD3 inh -2 and ABHD4 inh -3.
For O=C(c1ccc(C(F)(F)F)cc1)N(CCCn1ccnc1)C(c1ccccn1)c1nc2ccccc2[nH]1 (centres undefined) the results were SIAE inh 4, LEDGF integ inh 5, Tn7 DDE FP -3, TDP2 inh -3, UHRF1 MBD2 ctr -6, PRMT1 FP inh -1, PG9 binder -1.1, TCR-CD3 inh 2 and ABHD4 inh 2.
Screening CCOc1ccc(Br)cc1S(=O)(=O)N1CC(C)OC(C)C1 (centres undefined) returned SIAE inh 7, LEDGF integ inh -1, Tn7 DDE FP 6, HTRA1 inh -3, TDP2 inh 0, UHRF1 MBD2 ctr 0, PRMT1 FP inh 2, PG9 binder -0.5, TCR-CD3 inh 0 and ABHD4 inh -3.

Not a retest: 2 of the compounds above.
`CCCCCC(O)(CCN1CCCCC1)c1ccccc1` (centres undefined) gave SIAE inh 8, LEDGF integ inh 0, Tn7 DDE FP 1, HTRA1 inh 4, TDP2 inh 4, UHRF1 MBD2 ctr 0, PRMT1 FP inh -1, PG9 binder -1.8, TCR-CD3 inh 0 and ABHD4 inh 4.
CN(CC(=O)Nc1ccc(N2CCOCC2)cc1)Cc1c(O)ccc2ccccc12 was read as SIAE inh -1, LEDGF integ inh -2, Tn7 DDE FP -3, HTRA1 inh 4, TDP2 inh -3, UHRF1 MBD2 ctr 2, PRMT1 FP inh 20, PG9 binder 1.1, TCR-CD3 inh -10 and ABHD4 inh 6.
